Bioassay records as filed in PubChem.
NALP1 inh = blocks the NALP1 inflammasome reconstituted in yeast; S. cerevisiae NALP1/ASC/caspase-1 growth, X-gal OD620, 72 h; inhibition, % at 10 µM; 0.61% of 280,000 active; in the data active means inhibition mostly above about 24%, no sharp cut-off; inactive means mostly below about 32%; further: some compounds called inactive have numbers as strong as hits
V1aR counter = V1a receptor agonism, counter-screen for OXTR agonists | 0.25% of 320,000 active | CHO-V1R cells, Fluo-8 calcium fluorescence, agonist mode; 0% DMSO, 100% 3 nM vasopressin | activation, % at 3 µM | P37288;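 active means activation above the mean activation of all tested compounds plus 3 SD, per screening run, cut at about 20% in these data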;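 further: signal is peak over basal fluorescence ratio across a 100 second FLIPR read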
Target sequence (P37288 whole entry, looked up): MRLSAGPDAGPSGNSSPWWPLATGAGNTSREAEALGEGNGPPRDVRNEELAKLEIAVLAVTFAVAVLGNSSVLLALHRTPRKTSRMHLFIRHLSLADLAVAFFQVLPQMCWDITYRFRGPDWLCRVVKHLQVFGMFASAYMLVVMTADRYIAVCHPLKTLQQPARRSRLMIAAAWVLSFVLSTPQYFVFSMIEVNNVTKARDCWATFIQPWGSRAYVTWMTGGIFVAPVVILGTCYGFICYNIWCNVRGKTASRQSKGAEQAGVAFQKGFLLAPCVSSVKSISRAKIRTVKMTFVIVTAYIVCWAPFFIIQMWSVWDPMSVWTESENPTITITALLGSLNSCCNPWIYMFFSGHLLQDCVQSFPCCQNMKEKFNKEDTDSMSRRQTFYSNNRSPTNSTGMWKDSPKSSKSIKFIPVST
M18AAP inhibitor = PfM18AAP enzyme inhibition; recombinant PfM18AAP, H-Glu-NHMec fluorogenic cleavage; inhibition, % at 7.35 µM; 1.2% of 290,000 active;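 active means inhibition above the campaign mean inhibition over all tested compounds plus 3 SD, cut at about 28% in these data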;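 further: 0% = plate median of test compound wells and 100% = 2 mM ZnCl2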
GalR3 antag = antagonists of human GalR3. HEK293 GalR3-CNG cAMP membrane potential fluorescence; galR3 body fused to GalR1 C-terminus. inhibition, % at 3 µM. 0.44% of 360,000 active;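 active means inhibition above the screen-wide average plus 3 SD, cut at about 13% in these data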;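 further: forskolin and galanin both at EC90 stimulate the cells; cAMP rise reported by CNG channel membrane potential dye signal; 0% = forskolin plus galanin with DMSO and 100% = forskolin alone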
Target sequence (O60755 1-299 limits assumed): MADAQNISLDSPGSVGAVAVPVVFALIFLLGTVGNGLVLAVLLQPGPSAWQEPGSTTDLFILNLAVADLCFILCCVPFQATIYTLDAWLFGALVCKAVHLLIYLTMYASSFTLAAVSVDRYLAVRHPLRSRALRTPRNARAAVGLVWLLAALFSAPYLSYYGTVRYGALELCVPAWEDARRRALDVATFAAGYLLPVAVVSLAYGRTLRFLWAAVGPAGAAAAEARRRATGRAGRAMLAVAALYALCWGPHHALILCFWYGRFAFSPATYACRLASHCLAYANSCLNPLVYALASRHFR
OXTR potentiate = human OXTR potentiation; P30559; CHO-OTR cells, Fluo-8 calcium fluorescence, potentiator mode; 0% = oxytocin EC15, 100% = EC100; activation, % at 3 µM; 0.061% of 320,000 active; AID 2445;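 active means activation above that plate's cutoff, the mean activation of tested compounds plus 3 SD, cut at about 6.6% in these data, passing the limit was not always enough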;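 further: 100% uses oxytocin at 75 nM as the full agonist control; some results filed as inactive read as strong as hits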
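Assay system: CHO-OTR cells, human receptor / Also added: oxytocin at about EC15, sub-maximal agonist stimulus / Dosing: single dose, 3.0 µM nominal final compound concentration / Incubation: 6 min pre-incubation, 100 s read / Technique: Fluo-8 calcium dye fluorescence / Read-out: % activation vs EC15 and EC100 oxytocin / Benchmarks: EC15 oxytocin low, 75 nM oxytocin high / Replicates: singlicate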
MEKK2wt PB1 HTS = raises or lowers MEK5 binding to wildtype human MEKK2 PB1 domain. bead flow cytometry, Alexa488-MEK5 binding to MEKK2 WT; actives lie on both sides. AID 1531. 1.1% of 290,000 active. binding response (% of control), % at 10 µM; in the data active means binding response below about 67% or above about 130%
MEKK2mut PB1 HTS = signal of MEK5 binding to mutant human MEKK2 PB1 domain; bead flow cytometry, Alexa488-MEK5 binding to MEKK2 mutant; percent response, % at 10 µM; 0.35% of 290,000 active; AID 1530; in the data active means percent response above about 24%, passing the limit was not always enough; further: inactives centre near 1; some results filed as inactive read as strong as hits; reference of the scale not given here
OXTR ag = activates the human oxytocin receptor; P30559; CHO-OTR cells, Fluo-8 calcium fluorescence; normalized: DMSO 0%, oxytocin 100%; activation, % at 3 µM; 0.32% of 320,000 active;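 active means activation above the mean of all tested compounds plus 3 SD, cutoff set per screening run, cut at about 20% in these data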;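 further: peak over basal fluorescence ratio from a 100 s FLIPR kinetic read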
GPR7 antagonist = antagonists of human GPR7 (neuropeptides B/W receptor 1). GPR7-expressing cells, fluorescence antagonist assay. inhibition, % at 4.4 µM. 1.1% of 290,000 active; in the data active means inhibition above about 16%, passing the limit was not always enough;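 further: cells stimulated with the agonist NPW; 0% = agonist with vehicle and 100% = vehicle without agonist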
Target sequence (P48145 whole entry, looked up): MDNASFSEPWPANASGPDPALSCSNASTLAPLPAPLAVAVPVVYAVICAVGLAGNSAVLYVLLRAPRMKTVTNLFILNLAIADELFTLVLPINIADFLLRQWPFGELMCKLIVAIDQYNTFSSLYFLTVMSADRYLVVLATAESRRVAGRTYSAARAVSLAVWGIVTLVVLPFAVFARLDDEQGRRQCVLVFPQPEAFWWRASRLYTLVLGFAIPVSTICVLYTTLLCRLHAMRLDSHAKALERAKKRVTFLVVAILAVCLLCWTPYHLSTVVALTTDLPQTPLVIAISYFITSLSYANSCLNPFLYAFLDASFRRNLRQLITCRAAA
The depositor's hits bear a star; x = no result given.

canonical_smiles,NALP1 inh,V1aR counter,M18AAP inhibitor,GalR3 antag,OXTR potentiate,MEKK2wt PB1 HTS,MEKK2mut PB1 HTS,OXTR ag,GPR7 antagonist
CCOC(=O)N1CCC(NC(=O)c2cc3c(=O)n(C)c4ccccc4c3n2C)CC1,19,0.8,-3,1,-7,104,3,2.2,-3
COc1cc(/C=C(\C#N)c2nc3ccccc3[nH]2)c([N+](=O)[O-])cc1OCc1ccccc1,4,0.2,16,-1,-13,97,0,0.5,-8
O=C(Cn1cnc2ccccc2c1=O)Nc1nnc(C2CC2)s1,19,-0.3,4,-3,-2,117,28,-1.8,-11
Cc1nc(NS(=O)(=O)c2ccccc2)sc1C(=O)N/N=C/c1ccccc1,5,0.9,-2,0,-2,94,-8,0.0,-8
CC(C)CC(NS(=O)(=O)c1ccc2c(c1)oc(=O)n2C)C(=O)NC1CCCc2ccccc21 (stereo not drawn),15,-0.9,1,0,-5,x,x,-0.9,-6
NC(=O)c1cc([N+](=O)[O-])ccc1NCc1cccc2ccccc12,x,0.1,x,-2,-13,x,x,-0.8,x
Cc1csc(NC(CO)c2nc3ccccc3n2CCOCCO)n1 (stereo not drawn),x,0.2,x,-2,-4,102,2,0.5,x
CC(=O)N1CCc2cc(Br)cc(S(=O)(=O)CCC(=O)N3CCN(c4ccccn4)CC3)c21,4,-0.6,2,-4,-11,95,-3,-2.0,-10
CCCCn1c(=O)[nH]c(=O)c2c1nc(-c1ccc(-c3ccccc3)cc1)n2C,13,-1.1,-3,-7,-14,97,1,-0.3,1
CNc1snc(C)c1C(=O)OCC(=O)c1cc(F)ccc1OC,x,4.1,x,-8,-5,x,x,1.8,x
COc1ccc(CCNC(=O)c2cc(C3CC3)nc3c2cnn3C(C)C)cc1OC,x,-0.8,x,-3,-2,x,x,-2.6,x
COc1cc(CN2CC(=O)N(c3ccc(C)c(C)c3)C2=S)cc(OC)c1OC,19,3.0,4,4,-12,98,-2,-1.4,5
O=C(c1ccccc1F)N(Cc1ccccc1)Cc1ccccc1,-11,x,-12,-9,x,99,-1,x,-14
Cc1ccc(C(=O)Nc2ccon2)cc1S(=O)(=O)N1CCCCCC1,-4,0.4,-11,-1,-2,78,-14,-1.4,-1
Cc1ccc(/C(N)=N/OC(=O)C(C)c2ccc([N+](=O)[O-])cc2)cc1 (stereo not drawn),12,-0.2,4,-12,-8,111,4,0.6,-1
CCC12CSc3nc(Cl)ccc3N1C(=O)C(=O)N2C (stereo not drawn),10,x,1,0,x,98,2,x,-13
COc1ccccc1NC(=O)C(=O)N(c1cccnc1)C(C(=O)NC(C)(C)C)c1ccccc1 (stereo not drawn),-6,-1.5,-2,3,-6,104,31,0.1,-14
Cc1ccc(NC(=O)C(Cc2ccccc2)N2C(=O)C3C4CCC(C4)C3C2=O)cc1Cl (stereo not drawn),19,3.4,-3,-6,-19,101,1,-1.1,-4
CCn1cc(S(=O)(=O)CC(=O)NC2CCCCC2)c2ccccc21,-5,-0.1,-3,-4,-4,105,-1,-1.0,-12
COc1cc(C)c(CN2CCN(c3ncccn3)CC2)cc1C,x,-0.4,x,-4,-3,x,x,0.0,x
Cc1cc(C)c(-c2cc(C(=O)Nc3cc(C)ccc3C)[nH]n2)c(O)c1,16,0.6,5,-10,-13,102,1,0.5,-15
CC(C)C(=O)Nc1cc2c3c(c1)CCC(=O)N3CCC2,24,0.3,-7,-6,-6,100,1,0.1,-13
O=C(CCC(=O)Nc1ccccc1Cl)NNC(=O)C1CCCCC1,x,0.0,x,0,-6,x,x,-0.5,x
O=C(c1nc2ncccn2n1)N1CCc2ccccc2C1,12,-0.1,-2,-2,5,99,-1,1.5,-12
COc1ccnc2c1c(=O)n(Cc1ccc(Cl)cc1)c(=O)n2C,3,2.9,3,0,0,102,4,0.8,-6
CN1C(=O)C(C)(C)c2cc(S(=O)(=O)NCCc3ccc(Cl)cc3)ccc21,13,1.2,-2,6,-9,109,1,0.6,0
OC(COc1ccc2c(c1)OCO2)CN1CCN(c2ccc(F)cc2)CC1 (stereo not drawn),12,5.5,-11,3,0,77,-8,3.8,1
CN(C)c1ccc(NC(=O)CSc2nc3c(c(=O)[nH]2)CCCC3)cc1,16,-0.6,16,x,-10,97,1,-0.7,1
CCOCCn1c(CN(Cc2ccccc2)Cc2ccccc2)nc2c1c(=O)n(C)c(=O)n2C,-15,-1.6,1,x,-1,110,5,-2.1,-7
Cc1sc(NC(=O)c2cc(-c3ccccc3)nc3ccccc23)c(C(N)=O)c1C,15,-0.2,2,-7,-8,108,11,-0.6,-8
CS(=O)(=O)Oc1ccc(/C=C2\C(=N)N3N=C(CC(=O)N4CCOCC4)SC3=NC2=O)cc1Cl,-8,0.2,6,-4,-3,105,4,0.5,-12
CN(CC(=O)N1CCCC1)S(=O)(=O)c1ccc2ccccc2c1,-5,-0.3,0,-5,-7,91,-1,0.1,-3
N#CC1=C(N)SC(N)=C(C#N)C1c1cccc(O)c1,-2,4.4,17,60*,0,109,9,5.8,-1
COc1ccc(C(=O)NNC(=O)CCC(=O)Nc2cc(C)on2)cc1,25,0.2,-3,1,0,98,0,-0.1,6
O=C(O)c1ccc(Cl)c(S(=O)(=O)Nc2ccc(S(=O)(=O)Nc3cccc(Cl)c3)cc2)c1,-4,1.1,1,-10,-3,101,2,0.5,10
O=C(Nc1nc2ccccc2[nH]1)c1ccc(OC(F)F)cc1,10,5.3,1,6,-6,106,2,1.9,-5
Cc1nnc2sc(SCc3ccccc3Cl)nn2c1=O,4,-1.0,3,-3,-10,83,-12,-2.5,0
COc1cc(OC)cc(-c2nnc(NC(=O)CCS(=O)(=O)c3ccc(F)cc3)o2)c1,x,0.1,x,-2,-9,x,x,-0.7,x
Cc1csc2sc(-c3ccnc(SCC(=O)NCc4ccccc4)n3)c(C)c12,x,-1.1,11,2,-11,112,27,-2.6,0
COCCNC(=S)N/N=C/c1ccc2c(c1)OCCO2,-7,-0.4,5,-5,-1,89,-11,-0.3,0
COc1ccc(S(=O)(=O)N(C)c2ccc(OCC(=O)Nc3cc(C)on3)cc2)cc1,-9,1.7,3,-1,-8,97,0,3.2,-2
O=C(COC(=O)c1cccc(F)c1)Nc1ccc2c(c1)OCCO2,x,0.1,x,-3,-1,x,x,-0.7,x
O=C(CCl)Nc1cc(SCC(O)CO)cc([N+](=O)[O-])c1 (stereo not drawn),6,x,-10,9,x,101,0,x,4
Cc1cc(C)nc(NC(=O)c2c(C(=O)O)noc2C)n1,-13,1.7,3,-5,-9,90,-11,0.0,-12
COc1ccc(Oc2nc3c(C)cccn3c(=O)c2/C=C(\C#N)C(N)=O)cc1,1,0.0,-4,-6,-5,95,-14,0.1,-4
COc1ccc2c(Cl)c(-c3nnc(SCC(N)=O)n3C)sc2c1,x,0.3,1,0,-6,102,-1,0.3,-5
Cc1c(O)ccc(C(=O)CN2CCN(c3ccccc3F)CC2)c1O,0,1.3,6,x,-1,102,2,1.9,10
COc1cc(C(O)P(=O)(OC2CCCCC2)c2ccc(N(C)C)cc2)cc(OC)c1OC (stereo not drawn),2,0.6,8,-5,3,100,2,-0.6,-11
Cc1ccc(-n2c3nc(=O)[nH]c(=O)c-3cc3c(C)nn(-c4ccccc4)c32)c(C)c1,28,0.2,-5,3,-6,105,1,1.3,-13
COc1ccccc1N1CCN(C(c2cccs2)C(C)NS(=O)(=O)c2ccccc2)CC1 (stereo not drawn),35,-0.5,-13,x,-4,100,5,-0.4,-10
Cc1ccc2c(c1)N(CC(=O)NCCc1ccc(Cl)cc1)C(=O)c1cccnc1O2,14,0.9,22,3,-11,98,-2,0.9,-4
C=C(C)Cn1c(C)cc(C)c(S(=O)(=O)c2ccc(C)cc2)c1=O,4,-1.6,-14,-5,-2,101,-4,-2.0,-5
Cc1ccc(S(=O)(=O)N2CCOCC2)cc1C(=O)OCC(=O)N1c2ccccc2NC(=O)C1(C)C,11,x,-17,x,x,98,1,x,-6
Cc1ccc(CN2CCN(/N=C\c3cccc([N+](=O)[O-])c3)CC2)cc1,9,-1.0,3,-3,1,108,1,-1.9,-7
O=C(COC(=O)CNS(=O)(=O)c1ccc(Br)cc1Cl)NCCc1ccccc1,1,1.7,-2,-1,-9,96,2,1.2,-6
CN(CC(=O)NCCc1ccccc1)S(=O)(=O)c1cccc2nsnc12,22,0.7,0,6,-2,96,1,1.7,-6
CC(C)C[C@H](NC(=O)c1nc[nH]c1C(=O)N1CCNCC1)C(=O)OC(C)(C)C,x,0.0,x,-8,0,x,x,1.2,x
Cc1cc(C)nc(Sc2ccc(/C=C(\C#N)C(=O)Nc3ccccc3)o2)n1,5,-1.0,18,-12,-4,106,3,-0.9,-9
O=C(c1ccco1)N1CCN(S(=O)(=O)/C=C/c2ccccc2)CC1,13,0.1,2,-3,0,101,0,-0.9,-13
COC(=O)c1onc(-c2ccccc2)c1C(=O)OC,x,1.2,-7,-3,-11,102,13,-0.1,-6

Next part:
canonical_smiles,NALP1 inh,V1aR counter,M18AAP inhibitor,GalR3 antag,OXTR potentiate,MEKK2wt PB1 HTS,MEKK2mut PB1 HTS,OXTR ag,GPR7 antagonist
CCOc1ccc(NC(=S)N2CCC(NC(=O)c3ccco3)CC2)cc1,10,0.1,-15,-8,-3,98,1,-0.6,-1
Cc1nc(SCc2nc3ccccc3[nH]2)c2oc3ccc(Br)cc3c2n1,x,0.2,x,14*,-8,x,x,2.1,x
Cc1ccc(N=Nc2c(N)nn3c(C)cc(C)nc23)cc1,46,-1.8,-6,-5,-5,95,-1,-2.4,3
CCOC(=O)c1c(CN2CCN(Cc3ccccc3)CC2)n(C)c2cc(Br)c(OC)cc12,6,-0.2,-10,-4,-10,135*,7,0.3,-2
CSc1ncccc1C(=O)OCC(=O)Nc1cccc(S(=O)(=O)N2CCOCC2)c1,x,4.5,x,-7,-7,x,x,5.7,x
CN(C)/C=C/C(=O)c1cccc([N+](=O)[O-])c1,6,-0.7,3,-3,-4,59,-13,-0.2,2
CCOC(=O)N1CCN(S(=O)(=O)CCNC(=O)c2ccccc2)CC1,x,-0.4,x,-4,-9,x,x,-0.7,x
Cc1cc(=O)oc2c(C)c(OC(C)C(=O)NCC(O)c3ccccc3)ccc12 (stereo not drawn),17,-0.4,-5,-5,-9,101,-3,-0.1,5
Cc1ccc(/C=N/NC(=O)c2cccs2)o1,38,-0.4,5,-3,-5,110,1,-0.9,-2
CCOc1cc(N2CCOCC2)c(OCC)cc1NC(=O)CC12CC3CC(CC(C3)C1)C2,-2,0.7,-2,-8,-11,111,8,-1.9,1
CN1C(=O)C(C)(C)c2cc(S(=O)(=O)NCc3ccc(Cl)cc3)ccc21,11,0.7,-9,1,-14,97,-1,1.3,1
N=c1c2c(n(Cc3cccc(Cl)c3)c3c1CCC3)CCCC2,15,1.2,0,0,-6,75,3,0.0,-5
